Source: PubChem (National Center for Advancing Translational Sciences (NCATS))
GLP1R inv ag: GLP-1 receptor (human) inverse agonism | P43220 | HEK293 GLP-1R CRE-luciferase, luminescence, 24 h; GLP-1R form is constitutively active | Potency, µM (titrated, usually from 38.3 µM), inactives show at the highest dose activity change, negative = inhibition, hits mostly inhibitors | 410,000 compounds, 1.6% hits; further: potency means the concentration at half of the fitted maximal effect; on the % scale 0 is the no-effect control and ±100 the full control effect; nearly all actives have a fitted effect of over 55% in size
Target sequence (P43220 whole entry, looked up): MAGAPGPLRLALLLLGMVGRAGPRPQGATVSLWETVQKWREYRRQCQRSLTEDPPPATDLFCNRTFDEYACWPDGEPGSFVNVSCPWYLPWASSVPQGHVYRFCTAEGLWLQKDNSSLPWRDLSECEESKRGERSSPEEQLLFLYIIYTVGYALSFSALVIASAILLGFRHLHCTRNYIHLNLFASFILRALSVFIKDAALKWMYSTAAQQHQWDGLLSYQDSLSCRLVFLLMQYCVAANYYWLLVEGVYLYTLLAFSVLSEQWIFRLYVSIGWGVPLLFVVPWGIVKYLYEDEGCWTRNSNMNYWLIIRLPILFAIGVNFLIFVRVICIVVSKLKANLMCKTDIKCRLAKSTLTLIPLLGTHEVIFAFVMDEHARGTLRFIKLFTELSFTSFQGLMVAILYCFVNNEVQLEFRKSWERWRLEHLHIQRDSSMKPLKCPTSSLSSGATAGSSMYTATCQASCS
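Using stably transfected HEK293 (constitutively active GLP-1R, cAMP-luciferase reporter), compounds were incubated 24 hr and luciferase measured by luminescence.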
GLP1R cytotox: cytotoxicity in counter-screen for GLP-1R inverse agonists; Potency, µM (top dose mostly 38.3 µM), inactives show top-dose activity change, negative = inhibition, actives largely listed as inhibitors; 410,000 compounds, 0.13% hits; HEK293 cAMP-luciferase reporter cells, luminescence, 24 h;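 further: loss of luciferase light is scored as toxicity; potency means the concentration at half of the fitted maximal effect; on the % scale 0 is the no-effect control and ±100 the full control effect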
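Seeding density was 200 cells/uL; after overnight-length (12 h) culture, 23 nL compounds went on for 24 h at 37 °C. Readout used a luciferase detection reagent, luminescence taken after 12 min at room temperature.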
PTHR1 agonist: PTHR1 (human) receptor agonism; 410,000 compounds, 0.075% hits; AID 743266; HEK293 GP2 PTHR1 cells, GloSensor cAMP luminescence, 1 h; Potency, µM (series often up to 115 µM), for the others: top-dose activation, hits mostly activators; further: potency means the concentration at half of the fitted maximal effect; nearly all actives have a fitted effect of over 55% in size; some results filed as inactive show a strong effect at the top dose; inactives centre near -15; many of its hits are not listed in these tables
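HEK-293-derived GP2 cells expressing PTHR1 and a GloSensor cAMP reporter, 3,000/well, plated overnight, given luciferin plus IBMX (each 0.5 mM as added) for 1 h at 37 °C, then compound for 1 h at 37 °C. Luminescence was read after 15 min at room temperature.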
D3 ag: activates the human D3 dopamine receptor; AID 652048; D3R DiscoveRx beta-arrestin cells, luminescence, 90 min; 410,000 compounds, 0.58% hits; P35462; max activation, %; in the data active means max activation above about 30%; further: 0% is about no effect; mostly tested at two doses, the higher about 12 µM
Target sequence (P35462 whole entry, looked up): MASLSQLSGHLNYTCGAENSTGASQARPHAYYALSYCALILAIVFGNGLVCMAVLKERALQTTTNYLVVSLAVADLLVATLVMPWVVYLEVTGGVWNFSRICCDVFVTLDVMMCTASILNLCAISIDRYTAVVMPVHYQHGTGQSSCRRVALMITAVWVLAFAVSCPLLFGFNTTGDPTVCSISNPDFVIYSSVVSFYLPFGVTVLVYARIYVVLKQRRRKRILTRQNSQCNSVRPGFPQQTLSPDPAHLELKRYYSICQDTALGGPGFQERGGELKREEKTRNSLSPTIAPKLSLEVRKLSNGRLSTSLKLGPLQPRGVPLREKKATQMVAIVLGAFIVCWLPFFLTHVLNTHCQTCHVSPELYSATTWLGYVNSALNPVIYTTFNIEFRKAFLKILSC
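Cells at 1500/well, incubated overnight, then treated with pinned compounds (dopamine as control) for 90 min at 37 degrees C. DiscoveRx reagent added for 30 - 60 minutes at room temperature; luminescence read.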
DRD3 antagonist: antagonists of human D3 dopamine receptor. D3R cells, DiscoveRx beta-arrestin luminescence, antagonist mode; stronger effect = lower value. AID 652054. max response, negative = inhibition, %. 360,000 compounds, 2.5% hits; in the data active means max response below about -50%; inconclusive means no clear call, values can overlap the other calls; further: on the % scale 0 is the no-effect control and ±100 the full control effect; mostly tested at two doses, the higher about 12 µM
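Cells plated overnight at 1500 cells/well, then exposed to library compounds with dopamine controls for 90 minutes at 37 degrees C. DiscoveRx reagent added for 30–60 minutes at room temperature; luminescence read, quantitative HTS format.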
KB-V1 MDR tox: kills drug-selected multidrug resistant KB-V1 cells. KB-V1 MDR cells viability, CellTiter-Glo, 72 h. Potency, µM (titrated, usually from 46.1 µM), inactives show top-dose activity change, negative = cytotoxicity, most hits filed as cytotoxic. 400,000 compounds, 3.4% hits. AID 1347076; further: potency means the concentration at half of the fitted maximal effect; on the % scale 0 is the no-effect control and ±100 the full control effect; nearly all actives have a fitted effect of over 60% in size
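Readout: CellTiter-Glo luminescence, 10 min after addition. Cells: KB-V1 MDR subline, 72 h at 37 degrees C with compound. Analysis: corrected, normalized data fitted to concentration-effect curves.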
GLP1R ag: agonists of human GLP-1 receptor; HEK293 GLP-1R CRE-luciferase, luminescence, 4-6 h; cells express a hypersensitive GLP-1R form; 380,000 compounds, 0.007% hits; Potency, µM (doses to about 45.6 µM), without a hit: top-dose activation, most hits filed as activators; P43220; AID 624172; further: potency means the concentration at half of the fitted maximal effect; % of control where 0% means no effect
aSyn rescue: alpha-synuclein toxicity inhibition in yeast | Potency, µM (top dose mostly 46.1 µM), for the others: at the highest dose growth rescue (activation), most hits filed as activators | 370,000 compounds, 0.14% hits | Yeast expressing alpha-synuclein, growth rescue, BacTiter-Glo, 24 h; further: potency means the concentration at half of the fitted maximal effect; % of control where 0% means no effect; nearly all actives have a fitted effect of over 65% in size
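Screening used galactose-induced yeast with toxic alpha-synuclein levels, exposed to compound for 24 hr at 30 deg C. Cell growth, read with BacTiter-Glo luminescence, gave the measured signal.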
TDP43 rescue: TDP-43 toxicity inhibition in yeast. TDP-43 expressing yeast growth rescue, BacTiter-Glo, 24 h. Potency, µM (top dose mostly 46.1 µM), for inactives: top-dose growth rescue (activation), hits mostly activators. 410,000 compounds, 1.8% hits. AID 652104; further: potency means the concentration at half of the fitted maximal effect; % of control where 0% means no effect; nearly all actives have a fitted effect of over 50% in size
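Yeast expressing TDP-43 (pregrown in raffinose, seeded at OD600=0.02 in galactose medium) exposed to compounds 24 hr at 30 deg C. Growth read by BacTiter-Glo luminescence; rescue of toxicity appears as increased signal.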
Numbers without * were called inactive; i = inactive; ? = inconclusive; . = no result given; & = joins results of further samples; [ ] = remark or other dose. Unless noted, the call rests on the fitted dose curve; in most records, active means well fitted curve in the direction sought with a large enough effect; inconclusive means small, poorly fitted or top-dose-only effect, or another doubt; inactive means no such curve, though single readings can be large; an effect the other way counts as inactive or inconclusive. An excerpt; the hit share may differ from the screen's.

SMILES	GLP1R inv ag	GLP1R cytotox	PTHR1 agonist	D3 ag	DRD3 antagonist	KB-V1 MDR tox	GLP1R ag	aSyn rescue	TDP43 rescue
Cn1cnc2c(=O)oc3ccc(S(=O)(=O)N4CCN(c5ccccc5)CC4)cc3c21	17%	6%	?	-9	.	16%	.	.	-19%
O=C(NCC(=O)N1CCC2(CC1)NCCc1[nH]cnc12)c1ccc(F)cc1	12%	8%	-2%	4	-2	17%	-5%	4%	8%
COc1cccc(C(=O)Nc2ccc(NC(=O)C3CC3)nc2)c1	-19%	-4%	-13%	2	-2	-4%	15%	-2%	-10%
O=C1CC(C(=O)O)C(c2ccccc2)c2ccccc21 (stereo unspecified)	-8%	-10%	i	-3	3	12%	11%	3%	-4%
CCOc1ccc(C(=O)Nc2ccc3nc(N4CCN(CC)CC4)cc(C)c3c2)cc1	-12%	-5%	i	0	-24	-11%	20%	12%	-8%
CCN1C(C(=O)c2ccccc2)=C(OC(=O)c2ccccc2OC)c2ccccc2S1(=O)=O	10µM*	?	-51%[inhibitor]	3	.	0%	.	.	11%
COc1ccc(CCn2c(N)c(C#N)c3nc4ccccc4nc32)cc1OC	17%	8%	i	6	-24	?	15%	5%	4%
CCOC(=O)c1nnn(-c2nonc2N)c1COc1ccc(F)cc1	-1%	5%	i	25	-9	?	-7%	-1%	6%
Cc1ccc(Oc2nnc(-c3ccccc3)c3ccccc23)cc1	?	4%	-31%[inhibitor]	-32	24	1%	-10%	-8%	-29%
CCN1CC=C2C(C#N)=C(N)C(C#N)(C#N)[C@H](c3cccc(OC)c3OC)[C@H]2C1	0%	6%	-17%[57.5 µM]	-14	14	19%	4%	6%	-18%
CSc1oc(-c2ccc(F)cc2)nc1S(=O)(=O)c1ccc(F)cc1	5%	-11%	-70%[inhibitor]	0	3	?	1%	-1%	11%
Cc1cccc(C(=O)N2CCc3ccccc3C2)c1[N+](=O)[O-]	-40%	-6%	i	-4	-14	10%	10%	17%	?
COCC(O)Cn1ccnc1[N+](=O)[O-] (stereo unspecified)	7%	2%	i	15	18	1%	0%	-1%	18%
O=C(NNC(=O)c1csc(-c2ccccc2)n1)c1ccccc1	-16%	-14%	11%	-12	0	-20%	-2%	0%	?
CCN(CC)c1nn2c(=O)c(C(=O)NCc3cccc(OC)c3OC)cnc2s1	12%	0%	i	0	.	.	.	.	13%
CC1CCCCN1Cc1ccc(N)cc1 (stereo unspecified)	1%	-4%	i	-2	14	9%	-9%	-11%	7%
COc1ccc(NC(=O)C2CCCN(C(=O)Nc3ccc(F)cc3)C2)cc1 (stereo unspecified)	1%	-3%	i	1	16	-4%	20%	0%	-5%
COc1ccc(C2=NN(Cc3c(F)cccc3Cl)C(=O)CC2)cc1	-27%	16%	i	4	-8	-10%	21%	13%	14%
CSc1ccccc1NC(=O)c1cc2ncc(Br)cn2n1	8%	2%	23%	0	35	-2%	-6%	0%	6%
Cn1c(=O)[nH]c2c(Cl)nccc21	76%[activator]	17%	i	-3	15	19%	-3%	3%	-11%
O=C(Nc1ccc(Br)cc1F)N1CCC(CN2CCc3ccccc3C2)CC1	-5%	6%	-3%	-19	.	.	.	.	11%
COc1ccc(CNC(=O)CCc2cn(C)c3ccccc23)cc1	4%	7%	i	4	.	.	.	.	?
CCC(C)[C@H]1CNC(=S)N1CCc1cccc2ccccc12 (stereo partly specified)	?	-32%	-20%	2	6	?	9%	?	?
Cc1cc(C(=O)COC(=O)c2cccnc2Cl)c(C)n1C	7.1µM*	1%	-56%	3	4	22%	-6%	0%[1.84 µM]	?
CCOc1ccc(-n2ccnc2SCC(=O)Nc2nnc(C)s2)cc1	?	?	-17%	2	2	-9%	8%	0%	5%
COc1cc(OC)cc(-c2c(C#Cc3ccsc3)c3cc(-c4ccc(OC)cc4F)ccc3n2C)c1	-16%	12%	19%	-18	-7	-20%	0%	-6%	-3%
COc1cc(-c2nnc(SCC(=O)Oc3ccccc3Cl)o2)cc(OC)c1OC	4%	-8%	0%	2	.	4%	.	.	4%
Cc1ccc(S(=O)(=O)NCCc2c[nH]c3ccccc23)cc1	?	-16%	-39%[inhibitor]	-2	-1	19%	4%	5%	-7%
CCC(CC)C(=O)Nc1ccc(OCc2cc(=O)n3c4c(sc3n2)CCCC4)cc1	6%	12%	-91%[inhibitor]	0	.	2%	1%	.	12%
CCOc1ccc(NC(=O)c2ccc(NS(=O)(=O)c3cccc4cccnc34)cc2)cc1	5%	-5%	-3%	6	7	-5%	0%	4%	.
C=CCOc1ccc2nc(NC(=O)OC)[nH]c2c1	0%	-21%	i	-4	?	1.2µM*	4%	1%	8%
O=C(NCc1cccnc1)c1ccc([N+](=O)[O-])cc1	2%	-2%	i	1	10	3%	1%	1%	-5%
COc1ccccc1C1SCCN1S(=O)(=O)c1cccc(C(F)(F)F)c1 (stereo unspecified)	?	3%	i	-11	11	16µM*	-1%	1%	-5%
CCc1nc2cc3sc(CC)nc3cc2s1	25%	-2%	i	-6	5	-24%	0%	4%	.
CCN1C(=O)[C@H]2[C@@H](c3ccc(OC)cc3)N[C@]3(CCCN(Cc4cccn4C)C3=O)[C@H]2C1=O	-10%	-21%	-20%	-7	?	-18%	-2%	-10%	8%
COc1ccc(CN2C[C@]3(CO)O[C@@H](CO)C[C@@H]3S2(=O)=O)cc1	3%	-5%	-18%	6	-18	0%	0%	2%	20%
Cc1nn(-c2ccccc2)c2c1C(c1ccc(Cl)cc1)N(c1ccccc1)C(=O)N2 (stereo unspecified)	?	-2%	-24%	-11	-5	?	8%	18%	?
COc1cc(NC(=O)c2c(C)oc3c2C2=NCCN2C=N3)cc(OC)c1OC	5%	1%	-5%	-6	.	?	.	.	12%
CCOC(=O)c1cnc2nc(Cc3ccccc3)[nH]n2c1=O	0%	9%	-8%	-6	17	-15%	5%	4%	0%
C[C@H](CO)N1C[C@H](C)[C@@H](CN(C)S(=O)(=O)c2cn(C)cn2)OCc2cn(nn2)CCCC1=O	5%	10%	-9%	-5	-13	?	3%	-5%	16%
CCOC(=O)Cn1c(=N)n(Cc2ccc(C(C)(C)C)cc2)c2ccccc21	?	-12%	-35%[inhibitor]	-14	.	-21%	.	.	?
COc1ccc(C2CN=NC23CCCc2ccccc2C3=O)cc1 (stereo unspecified)	0%	-7%	-23%	1	22	?	-4%	11%	?
Cc1ccccc1-c1ccc2c(c1)O[C@@H](CN(C)C(=O)Nc1ccc(C(F)(F)F)cc1)[C@H](C)CN([C@@H](C)CO)S2(=O)=O	6.3µM*	-9%	-23%	-10	?	?	6%	-1%	9%
CN(C)S(=O)(=O)c1cccc(-c2nnc(SCc3ccc4c(c3)OCCO4)o2)c1	-20%	11%	-33%[inhibitor][57.5 µM]	-3	5	-6%	1%	-1%	0%
COc1ccc(NC(=O)CCCN2C(=O)C(c3ccccc3)Oc3cccnc32)c(OC)c1 (stereo unspecified)	-7%&-19%	0%&-10%	i	3&-3	-8	-10%&9%	-5%&1%	1%	3%&0%
O=c1[nH]c(NC2CCCCC2)nnc1Cc1ccccc1	0%	2%	-25%	3	10	8%	2%	1%	-1%
O=C(Cc1ccccc1)N1CCC(c2nc3ccccc3[nH]2)CC1	0%	0%	-12%	-2	24	7%	-9%	2%	-13%
C[C@H](CO)N1C[C@H](C)[C@H](CN(C)S(=O)(=O)c2cccc(F)c2)Oc2cc(Br)ccc2S1(=O)=O	?	-22%	i	6	23	-11%	0%	-2%	17%

Three successive compounds from above, for reference:
SMILES	GLP1R inv ag	GLP1R cytotox	PTHR1 agonist	D3 ag	DRD3 antagonist	KB-V1 MDR tox	GLP1R ag	aSyn rescue	TDP43 rescue
Cc1nn(-c2ccccc2)c2c1C(c1ccc(Cl)cc1)N(c1ccccc1)C(=O)N2 (stereo unspecified)	?	-2%	-24%	-11	-5	?	8%	18%	?
COc1cc(NC(=O)c2c(C)oc3c2C2=NCCN2C=N3)cc(OC)c1OC	5%	1%	-5%	-6	.	?	.	.	12%
CCOC(=O)c1cnc2nc(Cc3ccccc3)[nH]n2c1=O	0%	9%	-8%	-6	17	-15%	5%	4%	0%

Additional entries:
SMILES	GLP1R inv ag	GLP1R cytotox	PTHR1 agonist	D3 ag	DRD3 antagonist	KB-V1 MDR tox	GLP1R ag	aSyn rescue	TDP43 rescue
COc1ccc(CNC(=O)c2ccc3c(=O)n4c(nc3c2)CCCCC4)cc1OC	3%	8%	-34%[inhibitor]	10	24	?	1%	2%	-13%
CCN(CC)C(=O)C1=C(C)N(Cc2ccccc2)C(=O)C(CC(=O)NCc2ccco2)C1 (stereo unspecified)	-1%	-5%	-23%	5	23	7%	-1%	-20%	0%
Cc1ccc(NC(=O)C2CCCN2S(=O)(=O)c2ccc3c(c2)CCCC(=O)N3)cc1Cl (stereo unspecified)	-2%	0%	-24%	1	.	0%	.	.	5%
CC(=O)N1C(C(=O)O)Cc2c([nH]c3ccccc23)C1C (stereo unspecified)	1%	-10%	i	-1	11	0%	-2%	-2%	-34%
CC(C)COC(=O)c1cc(-c2ccc(/C=N/n3cnnc3)o2)ccc1Cl	0%	-5%	i	1	-18	18%	0%	6%	1%
Nn1c(Nc2ccccc2)nc2sc3c(c2c1=O)CCCC3	?	7%	i	-9	-27	-5%	1%	-9%	29%
Cc1ccc(N2CC(C(=O)N3CCC(C(=O)Nc4ccc(Br)cc4)CC3)CC2=O)cc1 (stereo unspecified)	?	-18%	-24%	5	3	-4%	13%	2%	4%
CC1(C)C(c2cccs2)=NC(c2ccccc2)N1O (stereo unspecified)	0%	-26%	i	-3	-18	-6%	6%	-7%	-15%
COc1cc(CN2C(=O)C(CCc3ccccc3)ON=C2c2cnccn2)cc(OC)c1 (stereo unspecified)	?	-2%	i	6	20	?	2%	1%	35µM*
